ROC1-CUL1 inh – human ROC1-CUL1 E3 ligase inhibition; inhibition, % at 10 µM; actives 0.6% (n = 140,000); in vitro K48 di-Ub FRET, acceptor:donor ratio, 45 min; P62877+Q13616; in the data active = inhibition above about 25%
Target sequence (P62877 whole entry, looked up): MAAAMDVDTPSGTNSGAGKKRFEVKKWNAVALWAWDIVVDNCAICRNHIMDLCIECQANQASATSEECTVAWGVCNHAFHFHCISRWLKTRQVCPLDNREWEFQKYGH
Target sequence (Q13616 whole entry, looked up): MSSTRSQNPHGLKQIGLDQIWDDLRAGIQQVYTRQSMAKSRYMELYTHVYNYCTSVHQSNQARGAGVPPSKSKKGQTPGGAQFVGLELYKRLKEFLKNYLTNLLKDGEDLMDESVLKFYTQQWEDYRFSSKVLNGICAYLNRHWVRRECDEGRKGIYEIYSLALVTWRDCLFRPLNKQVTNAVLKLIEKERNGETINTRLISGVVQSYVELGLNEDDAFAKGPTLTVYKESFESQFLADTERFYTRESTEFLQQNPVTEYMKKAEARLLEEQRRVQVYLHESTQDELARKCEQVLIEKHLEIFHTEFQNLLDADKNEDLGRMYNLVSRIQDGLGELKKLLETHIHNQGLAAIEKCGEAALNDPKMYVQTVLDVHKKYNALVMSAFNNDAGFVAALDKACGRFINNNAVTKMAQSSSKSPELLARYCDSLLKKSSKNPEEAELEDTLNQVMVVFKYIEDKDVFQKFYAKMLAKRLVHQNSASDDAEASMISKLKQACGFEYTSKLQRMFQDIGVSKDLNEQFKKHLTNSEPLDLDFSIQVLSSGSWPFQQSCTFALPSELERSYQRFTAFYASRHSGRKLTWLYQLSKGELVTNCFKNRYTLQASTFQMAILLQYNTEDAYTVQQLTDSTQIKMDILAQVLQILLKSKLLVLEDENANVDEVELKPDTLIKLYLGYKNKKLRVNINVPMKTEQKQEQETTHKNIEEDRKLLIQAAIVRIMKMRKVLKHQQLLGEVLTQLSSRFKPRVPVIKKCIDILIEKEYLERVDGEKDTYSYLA
* hit, by the source's call. The list is partial; count on the stated rates, not on these rows.

SMILES	ROC1-CUL1 inh
CCOCCCNC(=O)C(c1ccccc1)N(Cc1ccc2c(c1)OCO2)C(=O)c1ccc(NC(C)=O)cc1 (stereo not given)	8
COc1cc(NC(=S)NCc2ccc3c(c2)OCO3)c(OC)cc1Cl	-8
Cc1nc(C)c(CN2CCC(n3cc(C4CC4)nn3)CC2)nc1C	14
CCc1ccccc1NS(=O)(=O)Cc1ccccc1F	7
CCc1ccc(-n2c(SCC(=O)Nc3ccc(F)c(Cl)c3)nc3sc(C)c(C)c3c2=O)cc1	1
CC(C)c1ccc(Nc2c(-c3ccccn3)nc3ccccn23)cc1	-8
CNS(=O)(=O)c1ccc(NC(=O)c2ccnn2C)cc1	-1
O=C(Cc1ccccc1)N1CCN(c2ccc(F)cc2)CC1	-10
CCOC(=S)SCC(=O)Nc1nc(-c2c[nH]c3ccccc23)cs1	0
CCCCCc1nnc(NC(=O)c2ccccc2O)s1	-3
CCOc1ccc(C(=O)Nc2ccc3c(c2)OCCO3)cc1Br	5
CCOC(=O)c1sc(NC(=O)c2cc(-c3ccc(F)cc3)on2)c(C(=O)OCC)c1C	-4
CCOc1ccc(NC(=O)Cn2c(=O)nc(-c3ccccc3)c3ccccc32)cc1	2
COc1ccc(OC(C)C(=O)NC23CC4CC(CC(C4)C2)C3)cc1 (stereo not given)	-3
Cc1cc(C)c(NC(=O)Cn2c(=O)n(-c3ccc(CC(=O)NCC4CCCO4)cc3)c(=O)c3ccccc32)c(C)c1 (stereo not given)	-1
Cc1nc(Cl)c([N+](=O)[O-])c(N2CCCCC2CO)n1 (stereo not given)	-1
O=C1c2ccccc2C(=O)N1CCS(=O)(=O)Nc1cccc2nsnc12	-1
O=C(O)c1cccc(NC(=O)C2CC(=O)N(Cc3ccccc3)C2)c1 (stereo not given)	8
Cn1nc(-c2nc(C3CCCNC3)cc(=O)[nH]2)c2ccccc21 (stereo not given)	-8
O=C1C2CCCCN2C(=O)N1CCCCN1CCN(c2cccc(Br)c2)CC1 (stereo not given)	9
O=C(NCCc1ccc(Cl)cc1)c1ccc(CS(=O)Cc2cccc(Cl)c2)o1 (stereo not given)	-8
COC(=O)c1c(NC(=O)c2c(C)noc2C)sc(C)c1-c1ccccc1	-3
O=S(=O)(c1ccc(Br)cc1)N1N=C(c2cccs2)CC1c1cccs1 (stereo not given)	0
CCOC(=O)c1sc(NC(=O)CSc2nnc(-c3sc4ccccc4c3Cl)o2)nc1C	0
Cc1ccc(C)c(S(=O)(=O)N2CCN(C(=O)C(C)C)CC2)c1	-11

Gathered by group: the compounds so far with bromine (3)
SMILES	ROC1-CUL1 inh
CCOc1ccc(C(=O)Nc2ccc3c(c2)OCCO3)cc1Br	5
O=C1C2CCCCN2C(=O)N1CCCCN1CCN(c2cccc(Br)c2)CC1 (stereo not given)	9
O=S(=O)(c1ccc(Br)cc1)N1N=C(c2cccs2)CC1c1cccs1 (stereo not given)	0

The results go on.
SMILES	ROC1-CUL1 inh
Cc1c(C(=O)N2CCN(c3ccccc3)CC2)oc2ccccc12	-2
COc1ccc(OCc2cc(C(=O)NC3CCOC(C)(C)C3)n[nH]2)c(Cl)c1 (stereo not given)	-1
Cc1cc(Br)c(S(=O)(=O)N2CCN(c3ccccc3)CC2)cc1C	6
CCOc1ccc(NS(=O)(=O)c2ccc3c(c2)CCN3C(C)=O)cc1	7
O=C1Nc2ccc(Br)cc2/C1=C/c1cc(O)ccc1Cl	0
COC(=O)c1sc2cccc(F)c2c1S(=O)(=O)NCc1ccccc1Cl	2
Cc1ccc(NC(=O)N2CCC(Cn3cc(CN4CCOCC4)nn3)CC2)cc1	4
CC1CN(c2cccc(O)c2)c2nc3c(c(=O)[nH]c(=O)n3C)n2C1 (stereo not given)	-1
CCOC(=O)N1CCN(C(=O)c2ccc(N3CCC(NCc4c(C)nn(CC)c4C)CC3)cc2)CC1	-4
Cc1ncc(CN2CCCC(CO)(Cc3cccc(Cl)c3)C2)[nH]1 (stereo not given)	-5
CSc1ccc(-c2nc(CN(C)Cc3nccs3)c(C)o2)cc1	3
CC(Oc1ccc(Cl)cc1Cl)C(=O)NNC(=O)COc1cccc2ccccc12 (stereo not given)	-5
Cc1cnc(CNc2ncc(C)c(-c3cnn(C)c3)n2)cn1	10
CCOC(=O)c1c(C)oc2nc(C)nc(NCc3ccccc3Cl)c12	-1
COc1ccc(NS(=O)(=O)c2ccc3c(c2)n(C)c(=O)c(=O)n3C)cc1Cl	-2
CC(C)(C)CN1CC(NC(=O)Cn2cccn2)CC1=O (stereo not given)	4
CCOC(=O)/C=C/C(=O)Nc1ccc(S(=O)(=O)Nc2nc(C)cc(C)n2)cc1	6
CCOC(=O)C1=C(c2ccccc2)N=c2s/c(=C\c3ccc(N(CC)CC)cc3O)c(=O)n2C1c1ccc(SC)cc1 (stereo not given)	47*
COc1ccc(OCC(=O)NC2CC(=O)N(c3cccc(OC)c3)C2)cc1 (stereo not given)	7
COc1ccc(Oc2c(C(F)(F)F)oc3cc(OC(=O)c4c(Cl)ccc(Cl)c4OC)ccc3c2=O)cc1	-8
CC1CCN(c2ccc(C(=O)NCCC3CCCCN3C)cn2)CC1 (stereo not given)	2
COC(=O)c1c(-c2ccc(Cl)cc2)noc1N1CCN(c2ccc(C)cc2C)CC1	-5
COc1ccc(CCNC(=O)c2sc3nc4n(c(=O)c3c2C)CCCC4)cc1OC	5
CCOC(=O)c1c(C)n(-c2ccccc2)c2cc(Br)c(OC)c(OC)c12	4
Cc1ccc(OCCCn2c(CO)nc3ccccc32)cc1	6

ROC1-CUL1 inh, hit marks shown above.
SMILES	ROC1-CUL1 inh
CCOC(=O)C1=C(c2ccccc2)N=c2s/c(=C\c3ccc(N(CC)CC)cc3O)c(=O)n2C1c1ccc(SC)cc1 (stereo not given)	47*

The list continues:
SMILES	ROC1-CUL1 inh
CCc1cccc(CC)c1NC(=O)c1cccnc1	2
Cc1cccc(NC(=O)Cn2cnc3sc(C(=O)OC(C)C)c(C)c3c2=O)c1	2
Fc1ccc(NC(=S)N2CCc3ccccc32)cc1	2
CNCC#CCOc1cccc(C)c1C	5
CCOc1ccc(N2CC(c3nc4ccccc4n3CCOc3ccccc3OC)CC2=O)cc1 (stereo not given)	-3
CCOc1cc(OCC)cc(C(=O)Nc2cc3nn(-c4ccccc4)nc3cc2Cl)c1	5
CCOC(=O)c1sc(C)c(C(=O)NCC(C)(C)CN(C)C)c1N	-7
CCOC(=O)c1[nH]ncc1CN1CCN(c2cnn(C)c(=O)c2)CC1	8
CC(C)CCCC(C)C1CCC2C1CCC(C1(C)CCC(OC(C)(C)C)C[C@H]1O)C2CO (stereo not given in full)	1
O=C(COc1ccccc1Cl)Nc1nnc(S(=O)(=O)N2CCCC2)s1	5
CCC(Sc1nc2ccc(C)cc2[nH]1)C(=O)O (stereo not given)	7
COc1cccc(S(=O)(=O)Nc2ccc(C(=O)N3CCCCCC3)cc2)c1	6
CCCOc1ccccc1N=c1ssc2c1-c1cc(C)c(C)cc1NC2(C)C	4
O=C(CN1C(=O)c2ccccc2S1(=O)=O)NCCSCc1ccc(Cl)cc1	-4
CC(C)(C)c1ccc(C(=O)OCc2ccc(Cl)cc2)cc1	-5
CCn1cc([N+](=O)[O-])c(C(=O)N2N=C3/C(=C/c4ccc(Cl)cc4)CCCC3C2c2ccc(Cl)cc2)n1 (stereo not given)	2
COC(=O)Nc1ccc(SC(F)(F)C(F)(F)C(F)(F)F)cc1	0
Cc1nc(C2CCN(C(=O)c3scc4c3OCCO4)CC2)cc(=O)[nH]1	-2
CCOC(=O)c1ccc(NC(=O)CC2C(=O)N(c3ccccc3)C(=O)N2Cc2cccs2)cc1 (stereo not given)	4
O=C(NC1CCCCC1)c1nn2c(c1Br)NC(c1ccccc1)CC2C(F)(F)F (stereo not given)	-3
COc1cc(C2c3c(n[nH]c3-c3ccc(CC(C)C)cc3)OC(=N)C2C#N)cc(OC)c1OC(=O)c1ccccc1 (stereo not given)	14
O=C(O)c1cn(-c2ccccc2)cc1C(=O)O	-6
C=CCc1ccccc1OCCn1cc(/C=C2\C(=O)NN(c3ccccc3)C2=O)c2ccccc21	1
O=c1cc(C2CCOCC2)nc2cc(C3CCC3)[nH]n12	2
CCc1ccc(C(=O)N2c3ccc(C4(C)CC(C)(C)Nc5ccccc54)cc3C(C)=CC2(C)C)cc1 (stereo not given)	-3

Random excerpt: 7 entries already listed
SMILES	ROC1-CUL1 inh
O=c1cc(C2CCOCC2)nc2cc(C3CCC3)[nH]n12	2
CCn1cc([N+](=O)[O-])c(C(=O)N2N=C3/C(=C/c4ccc(Cl)cc4)CCCC3C2c2ccc(Cl)cc2)n1 (stereo not given)	2
CCOc1cc(OCC)cc(C(=O)Nc2cc3nn(-c4ccccc4)nc3cc2Cl)c1	5
COc1ccc(OCC(=O)NC2CC(=O)N(c3cccc(OC)c3)C2)cc1 (stereo not given)	7
CCOC(=O)/C=C/C(=O)Nc1ccc(S(=O)(=O)Nc2nc(C)cc(C)n2)cc1	6
COc1ccc(NS(=O)(=O)c2ccc3c(c2)n(C)c(=O)c(=O)n3C)cc1Cl	-2
COc1cc(NC(=S)NCc2ccc3c(c2)OCO3)c(OC)cc1Cl	-8

More structures follow.
SMILES	ROC1-CUL1 inh
C(=C\c1nc2ccccc2nc1N1CCOCC1)/c1ccccc1	8
Cn1c(SCc2ccccc2)nnc1-c1ccccn1	4
COC(=O)c1c(NC(=O)CCC(=O)O)sc(C)c1-c1ccc(C)c(C)c1	-5
CCCCNC(=O)c1nnn(-c2ccc(C)cc2C)c1C	1
CC(C)NS(=O)(=O)c1ccc(NC(=O)c2ccncc2)cc1	5
CC1=C(c2ccccc2)CS1(=O)=O	-2
CCOC(=O)c1cc(S(=O)(=O)NCc2ccc(C)cc2)[nH]n1	-7
O=C(NCCC(c1ccccc1)c1ccccc1)c1cc2ccccc2c(=O)o1	-3
O=C(Nc1ccccc1)N1CC(c2ccc(Cl)cc2)C(c2ccc(Cl)cc2)=N1 (stereo not given)	9
CC1(C)CC(=O)C2=C(C1)N=C1c3ccccc3C(=O)C1C2c1ccccc1Cl (stereo not given)	-8
CCN1CCN(c2nc(-c3ccc(Cl)cc3)cc(=O)[nH]2)CC1	-6
CC12CN3CC(c4ccccc4)(CN(C1)C3c1ccc(Cl)cc1)C2=O (stereo not given)	0
COc1ccccc1N1CCN(C(=O)c2nn(C)c3c2CS(=O)(=O)c2ccccc2-3)CC1	4
CCOc1ccc(NC(=O)N2CCN3CCCCC3C2)cc1 (stereo not given)	-2
Clc1ccc2c(c1)-c1c(cnc3cc(-c4ccccc4)nn13)CO2	-7
O=C(CCC1CCN(C2CCN(Cc3ccccc3)CC2)CC1)NC1CC1	4
O=C(Cc1ccc(F)cc1)NC1CCN(Cc2ccccc2)CC1	0
CC1(C)Cc2sc3ncn(N)c(=N)c3c2CO1	3
COCc1cc(CN2CCc3[nH]nc(-c4ccccc4)c3C2)ccc1OC	-13
Clc1ccc2c(c1)SNC(c1ccccc1)=N2	-2
O=C(NC1CCCC1)C1COc2ccccc2C1 (stereo not given)	5
O=C(c1ccc(OCCOc2ccccc2)cc1)N1CCOCC1	5
CCOc1ccc2nc(N3C(=O)C(=O)C(C(=O)c4cc5ccccc5o4)C3c3ccc(Br)cc3)sc2c1 (stereo not given)	5
CCCc1nn2c(=O)c(NC(=O)c3ccccc3C)cnc2s1	6
C/C(Cl)=C/CN1Cc2ccccc2C1	0
New compounds follow.
SMILES	ROC1-CUL1 inh
COc1cc(/C=C2/C(=N)N3N=C(C(C)C)SC3=NC2=O)ccc1OCCOc1ccccc1	-3
O=C(Cn1c(=O)n(CC2CCC(C(=O)NCCc3ccccc3)CC2)c(=O)c2ccccc21)Nc1ccccc1 (stereo not given)	-1
COC(=O)c1ccccc1NC(=O)CSc1nc2ccccc2nc1Cc1ccc(F)cc1	-4
Cc1nn2c(=O)cc(COC(=O)c3cccc(NC(=O)c4ccc(C(C)(C)C)cc4)c3)nc2s1	-7
O=C(Nc1ccc(N2CCN(C(=O)c3cc4ccccc4o3)CC2)cc1)c1ccccc1	12
COC(=O)C(N)Cc1ccc(Cl)cc1 (stereo not given)	-4
Cc1c(C(=O)Nc2ccc(F)cc2F)oc2c1-c1nn(Cc3c(F)cccc3Cl)cc1CC2	1
O=C1CC(Sc2nc3ccccc3s2)C(=O)N1c1ccc(Cl)cc1Cl (stereo not given)	4
O=C(NCc1cccnc1Oc1ccc(F)c(F)c1)c1ccoc1	6
Cc1ccc(C)c(NC(=O)CSc2nnc(COc3ccccc3)n2N)c1	-5
O=C(c1ccccc1)C1C2C=CC(C2)C1C(=O)c1ccccc1 (stereo not given)	6
Cc1nnc(Sc2ncccc2[N+](=O)[O-])s1	0
O=C(CN1C(=O)S/C(=C/c2ccc(-c3ccc(Cl)c(C(=O)O)c3)o2)C1=O)Nc1ccccc1	104*
CCC(Oc1ccccc1OC)C(N)=O (stereo not given)	2
O=C(CCc1c[nH]c2ccccc12)N1CCOc2ccc(CN3CCN(c4ccccn4)CC3)cc2C1	-13
CSc1cccc(NC(=O)CN2C(=O)COc3ccc(S(=O)(=O)N4CCC(C)CC4)cc32)c1	0
CCOC(=O)Nc1ccc2c(c1)N(C(=O)CCN1CCN(CCO)CC1)c1ccccc1CC2	3
O=S(=O)(Cc1c(F)cccc1Cl)Nc1cccnc1	-5
COc1ccc(N(CC(=O)NCc2ccccc2Cl)S(=O)(=O)c2c(C)nn(C)c2C)cc1	6
CC(=O)Nc1ccc(OCCOC(=O)C2C(C)=NC(C)=C(C(=O)OCC3CCCO3)C2c2cccc([N+](=O)[O-])c2)cc1 (stereo not given)	8
COc1ccc(S(=O)(=O)N2CCC(C)CC2)cc1C(=O)N1CCOCC1	1
CCOC(=O)C1(Cc2ccccc2)CCN(Cc2cc(C)[nH]n2)CC1	-4

Arranged by SMILES length (low to high): some entries from above.
SMILES	ROC1-CUL1 inh
Cc1cnc(CNc2ncc(C)c(-c3cnn(C)c3)n2)cn1	10
COC(=O)Nc1ccc(SC(F)(F)C(F)(F)C(F)(F)F)cc1	0
Cc1ccc(C)c(S(=O)(=O)N2CCN(C(=O)C(C)C)CC2)c1	-11
CCOc1ccc(NS(=O)(=O)c2ccc3c(c2)CCN3C(C)=O)cc1	7
O=C(NC1CCCCC1)c1nn2c(c1Br)NC(c1ccccc1)CC2C(F)(F)F (stereo not given)	-3

High-throughput results as filed in PubChem BioAssay.
